bCat nuc transl – beta-catenin nuclear translocation modulation. HeLa beta-catenin nuclear translocation, immunofluorescence imaging. nuclear translocation activity, % at 5 µM. 190,000 tested, 0.3% active;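 active means nuclear translocation activity above 50% at 5 µM, with a well cell count of 50 or more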;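 further: per-cell ratio of nuclear to cytoplasmic median beta-catenin stain intensity; plate controls were DMSO negative control for no effect and GSK-3 inhibitor IX positive control for full effect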
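test system = HeLa cells, endogenous beta-catenin | dosing = single 5 µM dose plus 0.02–20 µM confirmation series | times = compound treatment 24 h, 37°C, 5% CO2 | technique = beta-catenin immunofluorescence imaging with DAPI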
Dynein cargo inh – dynein cargo transport inhibition. 3617.4 mouse cells, GR-EGFP nuclear translocation imaging; test concentration mostly 20 µM; stimulated with dexamethasone, 1 µM; stronger effect = lower value. z-score, hits read low. 220,000 tested, 0.47% active. AID 1381;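 active means plate z-score of nuclear minus cytoplasmic receptor signal below a set negative limit, without overly bright fluorescence or cell loss, cut at about -3.5 in these data, passing the limit was not always enough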;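 further: z-score of nuclear minus cytoplasmic ring GR-EGFP intensity difference per well; some compounds called inactive have numbers as strong as hits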
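Medium: Induction medium lacking tetracycline, stripped serum | Probe or stimulus: 1.0 µM final dexamethasone stimulus | Schedule: 48 h induction, then 1 h compound, then 30 min agonist, 37 °C | Signal: Automated 10x imaging of fixed Hoechst-stained cells | Evaluation: Per-cell GR-EGFP intensity, nucleus versus surrounding cytoplasmic ring, well-averaged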
Hep lipid drop – modulators of hepatic lipid droplet formation; AML12 mouse hepatocytes, oleate lipid droplets, BODIPY imaging; inhibition, % at 6.5 µM; 240,000 tested, 0.4% active; AID 1656;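 active means lipid droplet intensity inhibited by at least 50%, with more than 500 cells counted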
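Test system: AML12 mouse liver cells; schedule: overnight exposure; technique: high-content imaging of BODIPY-stained droplets and DAPI nuclei; read-out: % inhibition of corrected integrated BODIPY droplet signal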
WT yeast gro inh – growth inhibition of WT yeast, mitochondrial fusion screen; mitochondrial fusion phenotypic screen, WT strain; 190,000 tested, 2.1% active; AID 1362; inhibition, % at 10 µM; in the data active means inhibition above about 58%; tested in S. cerevisiae
ER stress rescue – rescue of cells from ER stress-induced death, primary screen, 384-well, CSM14.1, thapsigargin, ATP luminescence (AID 1222). CSM14.1 thapsigargin-induced death rescue, ATP luminescence; higher % means a stronger effect. one-dose cellular ATP content (survival), % at 20 µM; EC50 in µM for titrated hits. 190,000 tested, under 10 active;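 active means EC50 below 50 µM in the dose-response confirmation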;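 further: death triggered by thapsigargin at about 15 µM added after 2 h compound pretreatment; cell ATP read after overnight thapsigargin exposure of roughly 18 to 22 hours; normalized against plate controls of thapsigargin alone and 5% DMSO vehicle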
XIAP displacement – small molecules displacing peptide from XIAP – biochemical, IAP family, fluorescence polarization (AID 1018) | XIAP BIR domain, fluorescence polarization peptide displacement; higher % means a stronger effect | one-dose displacement, % at 20 µM; IC50 in µM for titrated hits | 200,000 tested, 0.007% active; in the data active means displacement above about 50%; further: a part of the inactive calls stands beside numbers as strong as those of hits
MT stabilizer – microtubule stabilizers in HeLa cells. HeLa tubulin immunostaining HCS, 24 h; share of cells brighter than vehicle mean+2SD. % tubulin-high responders, % at 10 µM. 200,000 tested, 0.83% active;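 active means plate Z-score above 3 for both tubulin-high and condensed-nucleus cell shares, with cell loss under 80%, at 10 µM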;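 further: anti alpha tubulin signal scored within the nucleus-defined area of each cell; some results filed as inactive read as strong as hits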
Autophagy mod – alters autophagy in cells; calls only at 10 µM (by protocol); AID 463193; 190,000 tested, 0.98% active; MEF GFP-LC3 puncta imaging; test concentration mostly 10 µM;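 active means percentage of spot-positive cells more than 3 SD above its plate mean, without a fluorescence outlier flag or 80% toxicity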;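 further: spot-positive cell cutoff set from DMSO-treated cells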
Ins promoter up – MIN6 insulin promoter up-regulation; MIN6 insulin promoter-GFP reporter, high-content imaging; stronger effect = higher value; z-score at 5 µM; 190,000 tested, 0.3% active; AID 1625;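 active means z-score above 3 at 5 µM with at least 500 cells counted in the well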
WT yeast gro inh mutant strain – recorded beside WT yeast gro inh, whose call it bears; inhibition, %; mitochondrial fusion phenotypic screen, mutant strain inhibition
Dynein cargo inh cytoplasmic EGFP – recorded beside Dynein cargo inh, whose call it bears; z-score; measured here: cytoplasmic GR-EGFP intensity; stronger effect = higher value
Dynein cargo inh nuclear GR-EGFP – also measured in Dynein cargo inh; calls as there; z-score; measured here: nuclear GR-EGFP intensity;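 lower value marks the stronger effect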
Dynein cargo inh cell count – second read-out of Dynein cargo inh, no call of its own (marks repeat the call); z-score; measured here: cell count per field
Ins promoter up cell count – also measured in Ins promoter up; calls as there; cell count; measured here: cytotoxicity, nuclei count;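 total cells summed across four imaged fields per well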
Hep lipid drop cells 6.5 µM – further read-out of Hep lipid drop, marked with its call; cell count; measured here: cell count, cytotoxicity flag;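 cells counted across two imaged fields per well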
bCat nuc transl cell count 5 µM – further read-out of bCat nuc transl, marked with its call; cell count; measured here: cell count, cytotoxicity flag
MT stabilizer Hoechst-high % – also measured in MT stabilizer; calls as there; % Hoechst-high responders; measured here: nuclear condensation Hoechst responders;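 share of cells brighter than vehicle mean plus two SD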
MT stabilizer cytotoxicity % – recorded beside MT stabilizer, whose call it bears; toxicity, %; measured here: cytotoxicity by cell density;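 0% = mean cell density of plate MIN control wells and 100% = no cells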
Autophagy mod cell loss 18 h – recorded beside Autophagy mod, whose call it bears; toxicity, %; measured here: cell loss, nuclei count;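 cell loss after 18 h compound exposure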
Numbers without * were called inactive; i = inactive; . = not tested or not shown.

SMILES	bCat nuc transl	bCat nuc transl cell count 5 µM	Dynein cargo inh	Dynein cargo inh cytoplasmic EGFP	Dynein cargo inh nuclear GR-EGFP	Dynein cargo inh cell count	Hep lipid drop	Hep lipid drop cells 6.5 µM	WT yeast gro inh	WT yeast gro inh mutant strain	ER stress rescue	XIAP displacement	MT stabilizer	MT stabilizer Hoechst-high %	MT stabilizer cytotoxicity %	Autophagy mod	Autophagy mod cell loss 18 h	Ins promoter up	Ins promoter up cell count
O=[N+]([O-])c1cccc(/C=N/NC2=NCCCCC2)c1	-0.2	926	0.792	-0.161	1.82	-0.999	-12.6	569	7.4	-14.0	-4.3%	0.0%	2.5	2.9	8.5	i	-44.8	-0.49	2162
CCCn1c(O)c(N=NC(=O)c2ccco2)c2ccccc21	.	.	-0.493	-0.226	-0.157	0.989	-0.9	592	45.7	18.2	-4.6%	-5.6%	6.9	2.2	1.5	i	-0.4	-2.06	946
CCCCC1CCC(c2nc(-c3cccnc3)no2)CC1 (stereo not drawn)	-2.2	1135	0.854	-0.169	0.881	0.36	.	.	68.1*	53.6*	-1.7%	-1.1%	3.8	2.6	16.2	i	-7.9	.	.
Cc1cccc(CCNC(=O)C2CCN(S(=O)(=O)c3cccc4nsnc34)CC2)c1	-4.2	1180	0.484	-0.018	0.241	-1.56	27.6	844	6.8	15.0	0.9%	-0.2%	1.8	1.8	8.1	i	-9.5	.	.
COc1ccccc1CN(C)c1nnnn1-c1ccccc1	-1.0	1089	-0.763	-0.05	0.368	-0.108	-3.3	745	10.5	-4.4	1.3%	0.7%	1.6	1.7	7.2	i	15.4	-0.47	1302
Cc1ccccc1Cn1cc(/C=N/n2cnnc2)c2ccccc21	1.2	1101	1.16	-0.132	0.732	0.488	10.5	725	-5.2	-14.0	.	-1.4%	2.5	2.6	3.2	i	-3.6	-0.82	1232
CCCNC(=O)c1cccc(COCC(F)(F)F)c1	.	.	0.35	-0.188	0.172	0.674	.	.	20.3	5.5	.	.	2.9	2.0	6.7	i	-4.1	.	.
COC(=O)/C(=C/c1c[nH]c2ccccc12)[N+](=O)[O-]	0.0	1404	-1.8	0.0242	-0.232	-0.199	.	.	11.2	-23.2	-0.7%	-2.2%	2.2	1.6	4.7	i	-21.4	0.38	1282
O=C(NCCN1CCOCC1)c1cc(Cl)ccc1[N+](=O)[O-]	-1.0	1216	-0.784	-0.215	-0.539	-0.0312	2.0	667	-7.8	2.9	-0.7%	-0.9%	6.5	2.4	10.4	i	16.0	-0.24	1566
Cc1cccc(N(CC(=O)NCCSCc2ccco2)S(=O)(=O)c2ccccc2)c1	0.2	1263	0.301	-0.198	-0.0362	-0.161	.	.	13.4	-0.7	-1.4%	-0.5%	2.4	1.2	2.3	i	8.8	0.78	1457
COc1ccc(NC(=O)[C@@H](NC(=O)c2ccccc2F)C(C)C)cc1S(=O)(=O)N1CCOCC1	-2.9	1110	-0.535	-0.177	-0.397	-0.257	3.1	652	-6.9	6.0	-1.0%	-1.8%	1.6	1.9	2.1	i	-8.6	-0.42	1450
COC(=O)CNC(=O)c1ccccc1C	.	.	-0.57	-0.23	-0.356	-0.261	12.0	794	8.0	36.3	-1.0%	-1.6%	2.5	2.3	3.8	i	1.3	.	.
CCOC(=O)C1=C(C)N(c2ccccc2)C(=O)C1	.	.	-0.468	-0.223	-0.17	0.579	-5.9	688	-18.1	-1.1	0.2%	-4.9%	3.2	2.3	5.1	i	-1.2	.	.
COc1cccc(NC(=O)Cc2nnc(SCCOc3ccccc3)n2C)c1	-0.4	1018	-0.84	-0.284	-0.53	0.598	10.0	720	12.3	27.1	-3.3%	-3.4%	2.7	2.3	3.2	i	5.8	0.03	1288
CNC(=O)Nc1cc(C(F)(F)F)cc(C(F)(F)F)c1	-1.6	1116	2.32	0.101	0.987	-1.4	13.5	757	.	.	.	.	.	.	.	.	.	0.18	1327
Cc1ccc(S(=O)(=O)N2CCN(C(=O)CCC(=O)OCC(=O)Nc3cccc(C#N)c3)CC2)cc1	-0.1	1161	-0.0123	-0.235	0.129	-0.00976	.	.	7.0	-10.6	0.8%	-4.8%	1.2	1.6	7.0	i	-5.1	-0.14	1183
Cc1c(NC(=O)C(C)N2C(=O)NC3(CCC(C)CC3)C2=O)c(=O)n(-c2ccccc2)n1C (stereo not drawn)	2.4	911	0.459	0.177	0.493	-1.25	0.9	657	-13.2	-4.1	-1.1%	-3.9%	2.2	1.1	3.4	i	18.5	-0.11	1627
CCN(CC)S(=O)(=O)c1ccc(C(=O)Oc2coc(CSc3nc(C)cc(C)n3)cc2=O)cc1	-2.6	486	-0.289	-0.2	-0.457	-0.605	7.9	654	12.7	-7.9	-2.2%	0.5%	2.2	1.2	8.3	i	11.3	-0.33	1427
Cc1ccc(N=Cc2c(O)n(-c3nccs3)c(=O)c3ccccc23)cc1	-1.8	1062	1.24	-0.132	0.852	1.61	6.7	729	-20.6	-0.3	-0.3%	-0.3%	8.5	3.2	1.0	i	-10.1	0.74	1448
NC(=NC(=O)c1ccc(OCC(F)(F)F)nc1)c1ccc(Cl)cc1	-1.3	1324	-1.08	-0.208	0.0221	-0.634	6.8	696	.	.	.	.	.	.	.	.	.	-0.06	1021
O=C(Nc1ccc2nn(-c3ccccc3)nc2c1)c1ccc(Br)o1	.	.	0.68	-0.0625	0.671	-1.97	28.7	686	13.6	8.4	-1.8%	-4.7%	4.1	2.7	7.0	i	-10.5	0.65	1309
CSCCC1(C(=O)O)NC(c2ccccc2O)C2C(=O)N(C(C)C)C(=O)C21 (stereo not drawn)	.	.	-0.189	-0.207	-0.0819	0.0757	.	.	11.2	3.6	0.3%	-6.0%	8.2	1.0	3.5	.	.	1.23	707
COC(=O)Cn1cnc2sc(C)c(S(=O)(=O)N3CCN(c4ccccc4OC)CC3)c2c1=O	1.5	1086	-0.414	-0.181	0.0118	0.649	1.6	608	9.9	10.2	-2.0%	1.0%	6.7	2.9	8.3	i	5.9	0.06	1948
CCCCNC(=O)c1cc2cccc([N+](=O)[O-])c2[nH]1	-0.7	1314	0.465	0.571	1.02	-0.517	-1.0	692	.	.	.	.	.	.	.	.	.	-0.05	866
O=C(O)CCC(=O)N1CCN(c2nc3ccccc3s2)CC1	-2.0	1094	-0.713	-0.24	-0.43	1.17	-1.4	757	-0.8	-13.8	-4.9%	2.2%	2.0	2.1	6.0	i	-3.3	0.44	1294
CCCN(CCC)C(=O)Cn1c(=O)n(CCCCC(=O)NCc2ccco2)c(=O)c2ccccc21	.	.	-1.06	1.32	-0.322	0.55	0.5	768	-0.7	-9.2	-1.8%	-5.5%	2.0	0.9	7.3	i	10.5	-0.06	874
O=C(Cn1c(=O)n(CCCC(=O)NC2CCCC2)c(=O)c2ccccc21)NCCC1=CCCCC1	.	.	-0.729	-0.168	0.0482	0.709	0.3	682	-8.7	-6.3	-0.4%	1.4%	2.5	1.5	8.8	i	-1.7	-0.43	1312
O=C(O)CC1(CC(=O)Nc2cccc(C(F)(F)F)c2)CCCC1	0.5	1262	0.627	-0.0717	0.403	-0.14	9.5	689	.	.	.	.	.	.	.	.	.	-0.15	1037
COc1cc(-c2[nH]nc3c2C(c2ccco2)C(C#N)=C(N)O3)cc(OC)c1OC (stereo not drawn)	.	.	0.989	-0.0076	0.557	-0.844	3.1	568	-4.7	-9.2	-0.3%	-1.3%	3.3	3.5	11.3	i	-5.7	-0.57	1272
CCCCn1c(-c2ccco2)nc2oc3ccccc3c(=O)c2c1=O	-3.8	1092	0.225	-0.203	0.0248	0.326	-9.8	707	.	.	.	.	.	.	.	.	.	-0.22	1467
CCOC(=O)c1ccc(NC(=S)NCCCn2ccnc2)cc1	-0.3	1060	-0.261	-0.279	0.436	0.18	6.6	720	-17.5	-15.3	1.3%	1.8%	3.8	1.5	7.9	i	-9.8	0	1382
Cc1cc(C)n2nc(C(=O)Nc3cccc(S(=O)(=O)N4CCCC4)c3)nc2n1	1.6	1355	-1.21	-0.836	-0.885	0.574	-1.6	741	.	.	.	.	.	.	.	.	.	-0.65	1052
Cn1cccc1Cc1nnc(SCC(=O)Nc2nccs2)n1CCc1ccccc1	-1.2	1116	1.71	-0.112	1.27	-1.07	-0.5	666	8.3	-0.1	.	-5.4%	4.1	2.1	3.0	i	0.4	0.12	1553
Nn1c(Nc2ccc(Cl)cc2)nncc1=O	-0.5	1128	-0.549	-0.139	-0.128	0.257	-0.4	714	0.4	-1.7	-3.3%	-1.1%	2.7	0.7	3.9	i	18.0	0.14	1306
O=C(Nc1ccc(F)cc1)c1c(Cl)nc2ccccn12	2.0	1043	-0.3	0.103	0.364	0.0505	29.3	683	14.4	13.2	-0.4%	-3.9%	5.0	3.1	4.5	i	-6.0	-0.43	1315
COc1cccc(C(=O)NCc2nnc(SCC(=O)Nc3nccs3)n2-c2cccc(C)c2)c1	0.9	1157	0.15	-0.123	-0.176	0.0921	-9.8	724	-13.0	-4.2	-0.8%	-6.2%	3.4	1.9	3.5	i	2.1	0.1	1132
CCCC(=O)Nc1cc(=O)n(C)c(=O)n1C	.	.	0.662	-0.0871	0.644	-0.391	.	.	9.9	-3.2	-0.8%	-6.0%	6.4	1.9	4.5	i	12.1	1.12	817
